TRPC4 potent = TRPC4 (mouse) allosteric potentiation | HEK293 TRPC4beta/mu-opioid, DAMGO EC20, Fluo-4 Ca2+ flux; active compounds read high | B-score at 10 µM | 310,000 compounds, 0.42% hits | Q9QUQ5 | AID 2227;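 active means B-score of calcium response area above 5 SD of library B-scores, with initial fluorescence ratio within 5 SD of library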;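 further: B-score of integrated fluorescence ratio over time as area under calcium response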
TRPC6 activator = mouse TRPC6 channel activation. Q61143. HEK293-TRPC6 membrane potential dye fluorescence; active compounds read high. B-score at 10 µM. 310,000 compounds, 0.13% hits. AID 2550;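 active means B-score of the integrated fluorescence ratio above library mean plus 3 SD, and starting fluorescence ratio within library mean plus 5 SD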;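 further: higher score means more depolarization so channel activation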
TMEM16A inh = mouse TMEM16A channel inhibition, primary screen | normalized B-score (activity score, 25-100; higher = stronger inhibition) at 10 µM | 310,000 compounds, 1.2% hits | HEK293 TMEM16A/YFP iodide influx fluorescence, ionomycin | Q8BHY3;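 active means ratio plate-corrected score three or more library SD toward inhibition, starting fluorescence score within five deviations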;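 further: score derived from kinetic fluorescence span divided by baseline fluorescence per well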
Target sequence (Q8BHY3 whole entry, looked up): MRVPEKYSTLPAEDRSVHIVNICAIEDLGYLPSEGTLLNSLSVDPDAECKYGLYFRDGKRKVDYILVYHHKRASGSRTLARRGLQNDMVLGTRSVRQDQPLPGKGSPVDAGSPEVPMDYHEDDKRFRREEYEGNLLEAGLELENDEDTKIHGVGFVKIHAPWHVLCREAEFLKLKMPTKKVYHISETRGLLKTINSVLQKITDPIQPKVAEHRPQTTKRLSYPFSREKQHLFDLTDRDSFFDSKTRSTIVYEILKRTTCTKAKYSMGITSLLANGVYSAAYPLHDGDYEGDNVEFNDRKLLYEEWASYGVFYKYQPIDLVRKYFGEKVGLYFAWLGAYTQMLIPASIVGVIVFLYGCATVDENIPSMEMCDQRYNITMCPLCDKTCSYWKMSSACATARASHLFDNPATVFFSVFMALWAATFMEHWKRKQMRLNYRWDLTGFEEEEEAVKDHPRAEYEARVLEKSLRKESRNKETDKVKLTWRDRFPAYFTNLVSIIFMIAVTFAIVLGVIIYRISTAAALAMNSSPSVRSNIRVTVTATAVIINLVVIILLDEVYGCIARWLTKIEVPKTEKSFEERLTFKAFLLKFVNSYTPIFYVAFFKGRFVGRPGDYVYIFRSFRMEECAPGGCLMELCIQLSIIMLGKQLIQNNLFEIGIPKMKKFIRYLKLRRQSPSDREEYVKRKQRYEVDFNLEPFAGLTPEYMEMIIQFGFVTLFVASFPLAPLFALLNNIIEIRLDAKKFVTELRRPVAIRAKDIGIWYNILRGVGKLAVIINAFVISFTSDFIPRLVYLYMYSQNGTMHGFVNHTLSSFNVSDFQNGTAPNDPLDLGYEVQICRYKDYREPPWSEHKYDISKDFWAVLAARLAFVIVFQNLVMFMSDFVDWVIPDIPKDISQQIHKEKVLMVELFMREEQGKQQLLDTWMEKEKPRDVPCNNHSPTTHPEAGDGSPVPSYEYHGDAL
MrgX1 antag = human MrgX1 receptor antagonism, primary screen. MRGX1-HEK293 calcium flux, Fluo-4, BAM8-22 antagonism; active compounds read low. AID 588676. 310,000 compounds, 1.3% hits. Q96LB2. B-score at 10 µM;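 active means calcium-response B-score plate-corrected more than 3 library SD below zero, starting fluorescence within 5 deviations, no agonist response on first addition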;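 further: peak minus trough fluorescence over baseline after final BAM8-22 challenge near maximal dose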
TRPC6 inhibitor = mouse TRPC6 channel inhibition; 310,000 compounds, 1.1% hits; AID 2553; B-score at 10 µM; HEK293-TRPC6, membrane potential dye, ACh-evoked depolarization; active compounds read low;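 active means B-score under library mean minus 3 SD, initial fluorescence not abnormally high, positive integrated signal ratio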;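 further: B-score derived from integrated fluorescence ratio over the kinetic read; more negative B-score means stronger inhibition of depolarization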
TRPC4 agonist = TRPC4 (mouse) channel activation; Q9QUQ5; HEK293 TRPC4beta/mu-opioid, Fluo4 calcium fluorescence; active compounds read high; B-score at 10 µM; 310,000 compounds, 0.49% hits; AID 2237;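 active means B-score above 5 SD of library B-scores, and initial fluorescence ratio not above library mean plus 5 SD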;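 further: positive B-score marks a calcium rise read as TRPC4 activation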
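System: HEK293 cells stably co-expressing mouse TRPC4beta and mu-opioid receptor; Schedule: Fluo4 dye loading 45 min at room temperature, 110 s recording; Detection: Fluo4 fluorescence, kinetic; Evaluation: B-scored integrated calcium fluorescence ratio; Controls: buffer (low) and maximal DAMGO (high).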
MrgX1 ag = agonists of human MrgX1 receptor. Q96LB2. MrgX1-HEK293 cells, Fluo-4 calcium fluorescence, agonist mode; active compounds read high. B-score at 10 µM. 310,000 compounds, 0.44% hits;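 active means calcium response B-score plate-corrected fluorescence ratio at least 3 library SD, with starting fluorescence B-score inside 5 SD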
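Test system: Stable human MrgX1 HEK293 cell line | Schedule: Overnight plating before 1 h dye loading | Read-out basis: Baseline-normalised fluorescence change ratio, B-scored | Detection: Kinetic calcium dye fluorescence, Fluo-4 NW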
TMEM16A act = activates or potentiates the mouse TMEM16A chloride channel. AID 623877. Q8BHY3. 340,000 compounds, 0.3% hits. B-score at 10 µM. HEK293 TMEM16A/YFP-H148Q/I152L, iodide quench fluorescence; active compounds read low;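 active means fluorescence-ratio B-score plate-corrected deviation score at least 3 library SD below zero, with starting fluorescence score within 5 deviations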;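 further: channel opened by trigger with iodide after compound preincubation; score built on the fluorescence ratio of max minus min over baseline; more negative score means more quench and so TMEM16A activation or potentiation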
MrgX1 allo act = allosterically activates human MrgX1 receptor signaling; 310,000 compounds, 0.63% hits; B-score at 10 µM; Q96LB2; AID 588675; MrgX1-HEK293, Fluo-4 calcium flux, FDSS; active compounds read high;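 active means plate-corrected calcium response at least 3 library SD above typical, normal starting fluorescence, not activating the receptor alone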;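 further: compound read alongside a low EC10 to EC30 dose of BAM8-22 agonist; peak minus trough fluorescence over baseline measured at the second addition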
TRPC4 inh = inhibitors of mouse TRPC4 channel; Q9QUQ5; HEK293 TRPC4beta/mu-opioid, DAMGO-evoked Fluo4 calcium flux; active compounds read low; B-score at 10 µM; 300,000 compounds, 0.39% hits;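 active means B-score over 3 SD under the library average, no early fluorescence shift, positive overall ratio signal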
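material = TRPC4beta/mu-opioid receptor HEK293 cell line | probe or stimulus = sequential submaximal and maximal DAMGO stimulation | compound dosing = one concentration per compound | measured by = Fluo4 Ca2+ flux fluorescence | evaluation = integrated fluorescence ratio relative to baseline, converted to per-well B score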
SKKanGAS inh = SKKanGAS growth inhibition; inhibition, % at 7.5 µM; 300,000 compounds, 1.3% hits; S. pyogenes SKKanGAS, kanamycin growth, BacTiter-Glo, 6 h; AID 1662;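 active means mean replicate score, as percent of positive control median, at least 50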;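 further: strain carries kanamycin resistance gene driven by streptokinase promoter and grows in 40 µg/ml kanamycin; loss of luminescence reflects streptokinase promoter inhibition or plain growth inhibition; 0% = median of DMSO wells and 100% = positive control at its reference dose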
The depositor's hits bear a star; i = inactive; nt = not tested or not shown.

smiles,SKKanGAS inh,TRPC6 inhibitor,TRPC4 inh,MrgX1 allo act,TRPC6 activator,TMEM16A act,MrgX1 ag,TRPC4 potent,TMEM16A inh,TRPC4 agonist,MrgX1 antag
Cc1ccc(S(=O)(=O)N2CCCC2CNC(=O)c2ccc3c(c2)OCO3)cc1 (stereo unspecified),1.7,i,i,i,i,i,i,i,i,i,i
COc1ccc(CCc2nnc(NS(C)(=O)=O)s2)cc1,0.0,i,i,i,i,i,i,i,i,i,i
CC(C)CNC(=O)c1cc(S(=O)(=O)N2CCOCC2)ccc1N1CCCC1,8.6,i,i,i,i,i,i,i,i,i,i
COC(=O)c1sccc1NC(=O)CC1C(=O)NCCN1C(=O)Nc1ccccc1 (stereo unspecified),-11.4,i,i,i,i,i,i,i,i,i,i
CCCCOCC(O)CCc1n[nH]c(=S)n1-c1ccccc1 (stereo unspecified),4.4,i,i,i,i,i,i,i,i,i,i
COC(=O)c1cccc(C(=O)Oc2cccc(Br)c2)n1,1.1,i,i,i,i,i,i,i,i,i,i
C=CC[C@H]1Cc2c(cccc2[N+](=O)[O-])[C@H](CC=C)N1,-6.6,i,i,i,i,i,i,i,i,i,i
CC(=O)c1sc(NC(=O)c2cccs2)nc1C,4.3,i,i,i,i,i,i,i,i,i,i
Cc1ccc2[nH]c(-c3cccc(F)c3)cc(=O)c2c1,6.2,i,i,i,i,i,i,i,i,i,-4.57*
COc1cccc(/C=c2\sc3nc(-c4cccs4)nn3c2=O)c1OC,-5.7,i,i,i,i,i,i,i,i,i,i
CC(=O)N1c2ccc(S(=O)(=O)N3CCC(C(=O)N4CCN(c5cc(Cl)ccc5C)CC4)CC3)cc2CC1C (stereo unspecified),-4.9,i,i,i,i,i,i,i,i,i,i
CCN(c1ccccc1C)S(=O)(=O)c1cc2c3c(c1)CCC(=O)N3CCC2,-4.2,i,i,i,i,i,i,i,i,i,i
Cc1nn(C)cc1C(=O)/C=C/c1ccc([N+](=O)[O-])cc1,-10.7,i,i,i,i,i,i,i,i,i,i
COc1cccc(C(=O)C2CCCN(Cc3cccc(-n4nc(C)cc4C)c3)C2)c1 (stereo unspecified),2.5,i,i,i,i,i,i,i,i,i,i
COc1ccc(C(=O)N2CCN(C(=O)Cc3ccccc3)CC2)cc1OC,-17.0,i,i,i,i,i,i,i,i,i,i
O=c1nc(-c2ccccc2)nc(-c2ccccc2)[nH]1,-6.4,i,i,i,i,i,i,i,i,i,i
C[C@H]1CC[C@@]2(O[C@H](CCO)C[C@H](O)[C@H]2O)O1,-0.6,i,i,i,i,i,i,i,i,i,i
Cc1cc(C)n(-c2nc3c(c(=O)[nH]c(=O)n3C)n2Cc2ccc(F)cc2)n1,-8.3,i,i,i,i,i,i,i,i,i,i
O=C(O)C1CSC(c2ccc3c(c2)OCO3)N1 (stereo unspecified),1.2,i,i,i,i,i,i,i,i,i,i
COc1cccc(NC(=O)CN(C)CC(=O)Nc2ccccc2-c2ccccc2)c1,-7.4,i,i,i,i,i,i,i,i,i,i
CCCCC(=O)N1CCN(c2nc(-c3ccc(F)cc3)cs2)CC1,-3.2,i,i,nt,i,i,nt,i,nt,i,nt
O=[N+]([O-])c1cccnc1Oc1ccc(F)cc1,5.1,i,i,i,i,i,i,i,i,i,i
CCN(Cc1ccccc1)S(=O)(=O)c1cc(C(=O)NCC2CCCCC2)ccc1OC,-8.3,i,i,i,i,i,i,i,i,i,i
CC(C)n1nnnc1C(c1ccc(F)cc1)N1CCN(C2CCCC2)CC1 (stereo unspecified),-0.4,i,i,nt,i,i,nt,i,nt,i,nt
CCC1SC2=NCN(c3ccccc3)CN2C1=O (stereo unspecified),-0.8,i,i,i,i,nt,i,i,i,i,i
CCn1c(SCC(=O)Nc2cc(C)on2)nnc1-c1cccs1,-4.7,i,i,i,i,i,i,i,i,i,i
CCOC(=O)c1sc(C)c2c1NC(c1ccc(N(C)C)cc1)NC2=O (stereo unspecified),4.5,i,i,i,i,i,i,i,i,i,i
COc1ccc(S(=O)(=O)Cc2ccc(C(=O)NCc3ccco3)o2)cc1,-7.9,i,i,i,i,i,i,i,i,i,i
COc1ccc(/C=C2/SC(=S)N(c3ccc(S(=O)(=O)Nc4nccs4)cc3)C2=O)cc1,31.2,i,i,i,i,i,i,i,i,i,i
O=C(Nc1nc(-c2ccccn2)cs1)Nc1ccc(F)cc1F,89.9*,i,i,i,i,i,i,i,i,i,i
COc1cccc(-c2nnc(SCC(=O)N3CCCc4ccccc43)o2)c1,4.9,i,i,i,i,i,i,i,i,i,i
CSCc1cc(N(C)c2ccccc2)nc(-c2ccccc2)n1,28.7,i,i,i,i,i,i,i,i,i,i
O=C1c2ccccc2C(=O)C1c1ccncc1,3.1,nt,nt,i,nt,i,i,nt,i,nt,i
CC(C)Cn1c(CN2CCN(C)C(CCO)C2)nc2ccccc21 (stereo unspecified),1.1,i,i,i,i,i,i,19*,i,i,i
CCCOc1ccc(C(C)=O)cc1CC(C(N)=O)C(N)=O,-3.0,i,i,i,i,i,i,i,i,i,i
COc1ccc(/C=C2\SC(=S)N(CCC(=O)N(CCO)Cc3ccccc3)C2=O)cc1OC,6.8,i,i,i,i,i,i,i,i,i,i
COc1ccc(CC(=O)Nc2ccc3c(c2)C(=O)N(CCC(=O)O)C3=O)cc1,2.0,i,i,i,i,i,i,i,i,i,i
CC(=O)NCCn1c(SCC(=O)NC2CCCCC2)nc2ccccc2c1=O,13.4,i,i,i,i,i,i,i,i,i,i
O=C(NC1CCCCC1)N1CCN(c2ccccc2)CC1,-3.0,i,i,i,i,i,i,i,i,i,i
CC(C)(C)NC(=O)NC(=O)COC(=O)Cc1c(Cl)cccc1Cl,-5.4,i,i,i,i,i,i,i,i,i,i
Cc1ccccc1CN1CCN(CC(=O)NCc2ccc3c(c2)OCO3)C1=O,-3.5,i,i,i,i,i,i,i,i,i,i
O=C(CN1CCN(S(=O)(=O)/C=C/c2ccccc2)CC1)NC(=O)NCc1ccco1,2.3,i,i,i,i,i,i,i,i,i,i
COc1cccc(C(=O)Nc2cc(NC(=O)c3cccs3)ccc2C)c1,9.4,i,i,i,i,i,i,i,i,i,i
O=C(CSc1nnnn1-c1ccccc1)c1cc2ccccc2oc1=O,4.2,i,i,i,i,i,i,i,i,i,i
NC(=O)c1ccccc1NC(=O)CC1(CC(=O)O)CCCC1,-2.9,i,i,i,i,i,i,i,i,i,i
CCOC(=O)C1CCN(S(=O)(=O)c2ccc3c(c2)CC(C)N3C(=O)C2CC2)CC1 (stereo unspecified),21.0,i,i,i,i,i,i,i,i,i,i
COC(=O)c1ccc(CSCc2ccc(C#N)cc2)cc1,8.5,i,i,i,i,nt,i,i,i,i,i
Cc1ccc(O)c(CNc2nccs2)c1,1.3,i,i,i,i,i,i,i,i,i,i
CN(C(=S)Nc1ccc(Oc2ccccc2)cc1)C1CCCCC1,-4.5,i,i,i,i,i,i,i,i,i,i
Cc1cc(C)cc(N(CC(=O)NC2CCC(C)CC2)S(=O)(=O)c2c(C)noc2C)c1 (stereo unspecified),nt,nt,nt,i,nt,i,i,nt,i,nt,i
COc1ccc(C(=O)C[n+]2ccccc2/C=N/O)cc1,-6.3,i,i,i,i,i,i,i,i,i,i
CCOc1ccc(/C=C/c2c([N+](=O)[O-])c(=O)n(C)c(=O)n2C)cc1,1.9,i,i,i,i,i,i,i,i,i,i
O=C(O)CS(=O)CC(=O)Nc1cccc(C(F)(F)F)c1 (stereo unspecified),7.7,i,i,i,i,i,i,i,i,i,i
Cc1cc(Cn2ccnc2)c(C)cc1Cn1ccnc1,1.7,i,i,i,i,i,i,i,i,i,i
COc1ccc(Cl)c(NC(=O)NCCN2CCN(c3ccccc3)CC2)c1,0.0,i,i,i,i,i,i,i,i,i,i
COc1ccc(CNc2ccc([N+](=O)[O-])cc2C)cc1,-1.7,i,i,i,i,i,i,i,i,i,i
COCc1cc(=O)[nH]c(/N=C(\N)Nc2c(F)cccc2F)n1,0.8,i,i,i,i,i,i,i,i,i,i
Fc1ccccc1CSc1nc2ncc(Br)cc2[nH]1,8.9,i,i,i,i,i,i,i,i,i,i
CC1(C)CC(=O)C=C(Nc2ccc(C(=O)O)c(O)c2)C1,-7.4,i,i,i,i,i,i,i,i,i,i
COc1ccccc1CN1C[C@@H]2C[C@@H](c3ccccc3OC)N3CCC[C@@]23C1=O,-3.2,i,i,i,i,i,i,i,i,i,i

Next part:
smiles,SKKanGAS inh,TRPC6 inhibitor,TRPC4 inh,MrgX1 allo act,TRPC6 activator,TMEM16A act,MrgX1 ag,TRPC4 potent,TMEM16A inh,TRPC4 agonist,MrgX1 antag
CCCOc1ccc(C(CC(=O)O)NS(=O)(=O)c2ccc(NC(C)=O)cc2)cc1 (stereo unspecified),0.6,i,i,i,i,i,i,i,i,i,i
COc1ccc(CC(=O)N(Cc2ccccc2)c2ccc(C)cc2)cc1S(=O)(=O)N1CCOCC1,-4.0,i,i,i,i,i,i,i,i,i,i
O=C(O)c1ccc(CNCc2ccc(F)cc2)cc1,1.6,i,i,i,i,i,i,i,i,i,i
CCOC(=O)c1c(C)[nH]c(C)c1C(=O)CSc1nc(N)cc(=O)[nH]1,5.7,i,i,i,i,i,i,i,i,i,i
O=[N+]([O-])c1cc(N=Nc2ccc3ccccc3c2)ccc1O,10.3,i,i,i,i,i,i,i,i,i,i
O=C(NC1CC1)C1=C[C@@H](c2coc3ccccc3c2=O)C[C@@H](OCCCCO)O1,0.7,i,i,i,i,i,i,i,i,i,i
COc1ccc(-c2csc3ncnc(NCCN4CCOCC4)c23)cc1,-3.9,i,i,i,i,i,i,i,i,i,i
CCC(Oc1ccccc1)C(=O)Nc1ccc(S(=O)(=O)Nc2cnc3ccccc3n2)cc1 (stereo unspecified),5.9,i,i,i,i,i,i,i,i,i,i
Brc1ccc(/C=N/Nc2ncnc3c2cnn3Cc2ccccc2)cc1,-6.8,i,i,i,i,i,i,i,i,i,i

The order is random; overall some 6.7% were active at least once.
